PREPL inhibitor: PREPL enzyme inhibitors, primary screen, biochemical, fluorescence polarization; inhibition, % at 5.96 µM; AID 2751, 2010; hit rate 0.68% among 320,000; recombinant PREPL, fluorescence polarization activity-based probe; Prolyl endopeptidase-like (Homo sapiens), Q4J6C6; in the data active = inhibition above about 43%;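 note: 0% = enzyme with DMSO and 100% = wells lacking enzyme; many of its hits are not listed in these tables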
PAFAH1B2 inh: PAFAH1B2 enzyme inhibitors, primary screen, biochemical, fluorescence polarization, human | Platelet-activating factor acetylhydrolase IB subunit alpha2 (Homo sapiens), P68402 | recombinant PAFAH1B2, FP-rhodamine activity probe | inhibition, % at 3.39 µM | hit rate 1.2% among 340,000 | AID 492953, 2010;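 active = inhibition above the mean of all tested compounds plus 3 SD, cut at about 24% in these data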;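 note: 0% = enzyme with DMSO and 100% = wells lacking PAFAH1B2; many of its hits are not listed in these tables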
Target sequence (P68402 whole entry, looked up): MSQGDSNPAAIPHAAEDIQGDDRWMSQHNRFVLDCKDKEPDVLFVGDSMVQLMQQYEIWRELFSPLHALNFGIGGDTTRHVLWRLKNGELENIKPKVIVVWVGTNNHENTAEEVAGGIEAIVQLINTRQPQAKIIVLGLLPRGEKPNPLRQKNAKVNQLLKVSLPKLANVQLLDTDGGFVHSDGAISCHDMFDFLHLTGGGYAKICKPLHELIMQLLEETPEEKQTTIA
PME-1 inh: PME-1 inhibitors via competitive probe labeling, primary screen, biochemical, fluorescence polarization, FP-Rh probe, HTS; Protein phosphatase methylesterase 1 (Homo sapiens), Q9Y570; recombinant PME-1; inhibition, % at 5.9 µM; hit rate 0.53% among 320,000;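 active = inhibition above the campaign mean of all compounds plus 3 SD, cut at about 26% in these data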;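 note: competitive labeling of PME-1 active site by serine hydrolase directed probe; 0% = PME-1 with DMSO and 100% = wells lacking PME-1 enzyme; inhibitors block probe labeling so polarization falls and inhibition rises; many of its hits are not listed in these tables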
PAD4 FP inh: human PAD4 inhibitors, primary screen, biochemical, fluorescence polarization, 1536-well format | recombinant PAD4, RCA probe fluorescence polarization | inhibition, % at 6.36 µM | hit rate 0.41% among 330,000 | AID 485272, 2010;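 active = percent inhibition above a cutoff equal to the mean of all tested compounds plus 3 SD, cut at about 15% in these data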;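 note: 0% = PAD4 with RCA probe and DMSO and 100% = probe without PAD4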
PAFAH1B3 inh: PAFAH1B3 enzyme inhibitors, primary screen, biochemical, fluorescence polarization, human. recombinant PAFAH1B3, FP-rhodamine probe. inhibition, % at 3.39 µM. hit rate 0.28% among 340,000. AID 492972, 2010;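 active = inhibition above the screen-wide average of all tested compounds plus 3 SD, cut at about 25% in these data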;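 note: 0% = enzyme with DMSO only and 100% = wells lacking PAFAH1B3 protein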
pPAFAH inh: pPAFAH enzyme inhibitors, primary screen, biochemical, fluorescence polarization, human; inhibition, % at 3.39 µM; hit rate 1.5% among 330,000; recombinant pPAFAH, FP-rhodamine probe fluorescence polarization;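 active = inhibition above the mean inhibition across the screen plus 3 SD, cut at about 25% in these data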;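 note: inhibitors block binding of the rhodamine activity-based probe so polarization drops; 0% = enzyme with DMSO and 100% = wells lacking pPAFAH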
Target sequence (Q13093 whole entry, looked up): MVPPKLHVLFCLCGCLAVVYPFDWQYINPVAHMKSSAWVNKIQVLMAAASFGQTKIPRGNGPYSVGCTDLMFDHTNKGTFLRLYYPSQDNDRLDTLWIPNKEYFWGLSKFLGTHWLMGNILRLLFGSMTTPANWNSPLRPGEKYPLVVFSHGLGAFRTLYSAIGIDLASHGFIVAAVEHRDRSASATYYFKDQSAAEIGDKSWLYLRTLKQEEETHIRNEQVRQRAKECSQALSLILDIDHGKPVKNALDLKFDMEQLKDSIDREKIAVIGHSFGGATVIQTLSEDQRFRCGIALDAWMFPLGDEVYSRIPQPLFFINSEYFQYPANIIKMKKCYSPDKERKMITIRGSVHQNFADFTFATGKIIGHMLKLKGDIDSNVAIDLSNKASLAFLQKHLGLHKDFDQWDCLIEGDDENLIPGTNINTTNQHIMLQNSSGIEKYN
GSTO1 counter: inhibitors of recombinant GSTO1, primary screen, counter-screen for RBBP9 inhibitor project, biochemical, fluorescence polarization | AID 1974, 2009 | activity-based probe fluorescence polarization | inhibition, % at 5.96 µM | hit rate 1.1% among 300,000;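 active = inhibition above the campaign mean inhibition plus 3 SD, cut at about 35% in these data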;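 note: 0% = GSTO1-1 with DMSO and 100% = wells lacking GSTO1-1 enzyme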
Target sequence (P78417 whole entry, looked up): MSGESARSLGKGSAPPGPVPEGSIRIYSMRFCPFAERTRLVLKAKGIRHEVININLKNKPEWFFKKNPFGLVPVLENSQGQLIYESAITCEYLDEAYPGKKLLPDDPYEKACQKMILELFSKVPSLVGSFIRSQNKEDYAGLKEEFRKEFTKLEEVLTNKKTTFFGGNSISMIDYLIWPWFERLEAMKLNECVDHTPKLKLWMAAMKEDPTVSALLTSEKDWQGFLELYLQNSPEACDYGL
LYPLA1 counter: LYPLA1 inhibitors, primary screen, counter-screen for PME1 inhibitor project, biochemical, fluorescence polarization, FP-Rh probe ABPP. Acyl-protein thioesterase 1 (Homo sapiens), O75608. recombinant LYPLA1. inhibition, % at 5.9 µM. hit rate 0.16% among 320,000. AID 2174, 2009;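 active = inhibition above the mean of all tested compounds plus 3 SD, set per campaign, cut at about 14% in these data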;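 note: inhibitors block serine hydrolase probe labeling of LYPLA1 so polarization falls; 0% = enzyme with DMSO and 100% = wells lacking LYPLA1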
LYPLA2 counter: LYPLA2 inhibitors, primary screen, counter-screen for PME1 inhibitor project, biochemical, fluorescence polarization, FP-Rh probe ABPP; Acyl-protein thioesterase 2 (Homo sapiens), O95372; recombinant LYPLA2; inhibition, % at 5.9 µM; hit rate 0.38% among 320,000;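 active = inhibition above the screen-wide mean plus 3 SD, limit set per campaign, cut at about 26% in these data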;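 note: 0% = LYPLA2 with DMSO and 100% = wells lacking LYPLA2 enzyme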
Active calls of the source: *; x = no result given. These rows are one share of the data; the hit share may differ from the screen's.

cpd | SMILES | PREPL inhibitor | PAFAH1B2 inh | PME-1 inh | PAD4 FP inh | PAFAH1B3 inh | pPAFAH inh | GSTO1 counter | LYPLA1 counter | LYPLA2 counter
1 | N#Cc1c(-c2ccc(Cl)cc2)c2c([nH]c1=O)-c1ccccc1OC2 | 2 | 12 | -1 | -4 | 4 | 8 | -15 | 2 | -2
2 | CCOc1ccc(/C=N/OCC(=O)Nc2ccc3c(c2)OCO3)cc1 | 8 | -2 | -5 | -6 | 8 | 9 | -3 | 1 | 5
3 | CN(C)CCCn1c(=S)[nH]c2ccccc2c1=O | 0 | -3 | 0 | -1 | 1 | 5 | -1 | 2 | 0
4 | CCCOC(=O)Nc1cccc(C(C)=O)c1 | 3 | 1 | -4 | 1 | 1 | -3 | -2 | -1 | 1
5 | Cc1cc(C)n2nc(CC(=O)NNC(=O)COc3ccccc3)nc2n1 | 1 | 0 | -1 | -4 | 11 | 1 | -8 | -2 | 3
6 | O=C(COC(=O)c1cnc(Cl)c(Cl)c1)NCc1ccc2c(c1)OCO2 | -9 | 1 | -4 | -2 | 8 | 10 | 2 | 3 | -2
7 | N#C/C(=C\c1ccc(OCc2ccc(Cl)cc2)cc1)C(=O)Nc1cccc(C(=O)O)c1 | 5 | 18 | -2 | -3 | -5 | -5 | -2 | -6 | 4
8 | Cc1cc(Nc2cccc(F)c2)nc(NCc2ccccc2)n1 | -3 | 2 | 3 | -1 | 4 | -2 | 1 | -2 | -3
9 | O=C(Nc1ccc(S(=O)(=O)Nc2nccs2)cc1)C1CC(=O)N(c2ccccc2)C1 (centres undefined) | -10 | 4 | -12 | 1 | 3 | 5 | -2 | 0 | 4
10 | COc1ccc(S(N)(=O)=O)cc1-c1nnc2c3ccccc3c(C)nn12 | -6 | -2 | 4 | -4 | -1 | 1 | -3 | 3 | -3
11 | O=C(Nc1ccc(Oc2ccc3ccccc3c2)cc1)c1ccco1 | -3 | -9 | -12 | 0 | -14 | 8 | -15 | -17 | -30
12 | CCCN=C1N(CC)C[C@@H]2[C@@H]3C(=O)N(C)C(=O)[C@@H]3[C@](CC)(C(=O)OC)N12 | x | -1 | x | -4 | 5 | -1 | x | x | x
13 | CCOc1ccc(NC(=O)C2CCCN(S(=O)(=O)c3c(C)noc3C)C2)cc1 (centres undefined) | -5 | -1 | -1 | 4 | 8 | 4 | 0 | -5 | -2
14 | Cc1ccc(S(=O)(=O)N2CCCCC2c2cccnc2)c(C)c1C (centres undefined) | 8 | 9 | -3 | -3 | 1 | 0 | -6 | 7 | 5
15 | Cc1ccc(C(C)C)c(OCCOCCN2CCNCC2)c1 | 6 | x | 0 | -3 | x | 4 | -1 | 1 | 2
16 | COc1ccc(NC(=O)N2Cc3ccccc3CC2C(=O)NC(C)(C)C)cc1 (centres undefined) | 9 | 6 | -5 | -6 | 3 | 3 | -3 | 0 | -2
17 | O=C(NCc1ccc(Cl)cc1)c1ccc(CSc2nc3ccncc3[nH]2)cc1 | -41 | 7 | -10 | -1 | 0 | 0 | -4 | -4 | 8
18 | COc1ccccc1NC(=O)CN1CCN(Cc2ccccc2)CC1 | 10 | -2 | 0 | -2 | 8 | 2 | 2 | 0 | -1
19 | Cc1nn2c(nc1=O)NNC2(C)C(C)(C)C (centres undefined) | 4 | 6 | 1 | -3 | 6 | 1 | 4 | 0 | 3
20 | Fc1cccc(Cl)c1CNC(c1ccccc1)c1ccccc1 | 6 | 4 | -4 | -1 | 15 | 1 | 0 | -3 | -4
21 | CCC(C)N(C(=O)COC(=O)CSc1ccc(C)c(C)c1)C1CCS(=O)(=O)C1 (centres undefined) | 27 | 5 | 1 | 3 | 10 | 2 | x | -2 | 2
22 | COc1cc2c(cc1OC)CN(Cc1cc(=O)oc3c(C)c(C)ccc13)CC2 | 13 | -3 | -8 | -24 | 12 | -2 | -8 | -5 | -3
23 | C#CCOC(=O)C(NC(=O)c1ccccc1)=C1CCCCC1 | -12 | 3 | -3 | -1 | 3 | -7 | -5 | -1 | -1
24 | COc1ccc([N+](=O)[O-])c(OC)c1C(=O)NC(=O)Nc1c(F)cc(F)cc1F | -3 | 3 | 3 | -1 | 3 | 7 | 3 | 3 | 1
25 | COc1ccccc1CNC(=S)NC1CCCC1 | -3 | 3 | -2 | -2 | 4 | -2 | -2 | -3 | 3
26 | CC12CCC(C(=O)N3CCc4ccccc43)(CC1=O)C2(C)C (centres undefined) | -1 | 4 | 0 | -4 | -5 | 1 | -5 | 2 | 4
27 | CCN(CC)C(=O)C(=O)Nc1cccc(Br)c1 | 9 | -2 | -1 | -6 | 9 | 1 | 0 | 1 | 2
28 | CC(C)=CCN1CCN(Cc2coc3ccc(C)cc3c2=O)CC1CCO (centres undefined) | 9 | 7 | 1 | -1 | 5 | 2 | 9 | 0 | 0
29 | NC(=O)c1ccc[n+](CC(=O)c2ccc(Br)cc2)c1 | 21 | 6 | 4 | -2 | 0 | 3 | 11 | 2 | 3
30 | CCC1Nc2ncnc(N3CCN(c4ccccn4)CC3)c2N(Cc2ccc(Cl)cc2)C1=O (centres undefined) | -19 | 3 | 9 | -2 | 2 | 5 | 8 | 1 | 0
31 | Cc1ccc(C)c(SCC(=O)N(C)C2CCS(=O)(=O)C2)c1 (centres undefined) | 1 | 3 | x | 0 | 7 | 0 | x | x | x
32 | Cc1ccc(S(=O)(=O)N(CCC(=O)NCc2ccccc2F)c2ccccc2)cc1 | 14 | 8 | 3 | 2 | 9 | -2 | x | -6 | 6
33 | Cc1cnc(C)c(N2CCC(C(=O)NCc3ccco3)CC2)n1 | 13 | 3 | -5 | -2 | 2 | 0 | 1 | -3 | -3
34 | O=C(COc1ccc(/C=N/NS(=O)(=O)c2ccccc2)cc1)Nc1cccc(Cl)c1 | -8 | -1 | -3 | 0 | 2 | 5 | -14 | -4 | 1
35 | O=C1c2ccccc2CC1(Cc1ccccc1)Cc1ccccc1 | -3 | 4 | 0 | 2 | 0 | -5 | 5 | -1 | 0
36 | COC(=O)c1ccccc1NC(=O)CSc1n[nH]c(CC(C)C)n1 | 26 | 3 | -2 | -9 | 2 | -7 | -6 | 2 | -6
37 | CCOc1ccc(CCNC(=O)CN2C(=O)NC3(CCCCC3)C2=O)cc1OCC | 3 | 4 | 2 | 0 | -3 | -1 | 13 | -2 | -3
38 | C=C1c2cc(C)ccc2NC(=O)N1c1ccccc1 | 5 | 1 | 2 | -6 | 11 | -1 | -5 | 4 | 1
39 | O=C(/C=C/c1ccc(Cl)c(Cl)c1)NCCCn1ccnc1 | 4 | 1 | -5 | -4 | -1 | 0 | 3 | -4 | 0
40 | COc1cccc(C(C(=O)NCc2ccccc2)N(C(=O)c2csnn2)C2CC2)c1 (centres undefined) | 4 | 3 | 2 | 4 | -1 | 5 | 4 | 4 | 4
41 | N#Cc1c(NC(=O)COC(=O)c2ccc(F)cc2)sc2c1CCC2 | -3 | -3 | -4 | -5 | 9 | -6 | -2 | -4 | 0
42 | Cc1ccc(NC(=O)c2ccc(OCC3CCCO3)cc2)cc1 (centres undefined) | 6 | -2 | -11 | 3 | 9 | -4 | 5 | 0 | 7
43 | CCc1ccc(-c2csc3nc[nH]c(=O)c23)cc1 | -15 | -3 | 2 | 1 | 13 | 7 | 4 | -4 | 9
44 | C#CCOCCOCCOCCNc1nc(N2CCOCC2)nc(N2CCN(C(=O)CCCCCCCCCCNC(=O)[C@H]([C@@H](C)CC)n3cc(CCCCN=C(N)N)nn3)CC2)n1 | 27 | -9 | -3 | 3 | 6 | 4 | -2 | 0 | 5
45 | Cc1ccc(NC(=O)c2cc(S(=O)(=O)Nc3ccc(C)cc3)cs2)cc1 | -48 | -9 | -43 | -9 | -7 | 0 | -73 | -26 | -53
46 | CC(=O)NS(=O)(=O)c1ccc(NS(=O)(=O)c2ccc(F)cc2)cc1 | 5 | 4 | 0 | -2 | 7 | 0 | 10 | -2 | 1
47 | CCOc1ccccc1-n1c(SCC(=O)N2CCCc3ccccc32)nnc1-c1cccnc1 | 3 | -2 | 9 | -7 | -9 | -1 | -1 | -1 | 5
48 | Cc1c(Cl)cccc1NC(=O)Cn1c(CCC(=O)O)ccc1-c1ccc(Cl)cc1 | -2 | 8 | 3 | -3 | 11 | 6 | 4 | 0 | 1
49 | Cc1cc(NC(=O)CN2C(=O)NC(CC(C)C)C2=O)ccc1Br (centres undefined) | -37 | 4 | -7 | -5 | 12 | -4 | x | -6 | -2
50 | Cc1ccccc1NC(=O)C1Cc2ccccc2CN1C(=O)c1ccco1 (centres undefined) | -13 | 0 | 4 | -1 | -2 | 10 | 4 | -4 | -1
51 | CCOC(=O)c1cccc(Nc2ncnc3ccccc23)c1 | -1 | 0 | -5 | -4 | 14 | 1 | -3 | -1 | 7
52 | Cc1cccc(NC(=S)NNC(=O)CCn2nc(C)c([N+](=O)[O-])c2C)c1 | 9 | 2 | -4 | 0 | -2 | 3 | 6 | -4 | 0
53 | Cc1ccc(/C=C/C(=O)NC(=S)N2CCN(C)CC2)cc1 | 10 | 2 | 0 | -6 | 7 | -4 | 2 | 4 | 5
54 | O=C(CCCN1C(=O)c2cccc3cccc(c23)C1=O)N1CCN(c2ccccc2)CC1 | -138 | -3 | -2 | -6 | -5 | 2 | -2 | 6 | 37*
55 | CCOC(=O)CSc1nc2ccc(NC(=O)CSc3nnnn3Cc3ccccc3)cc2s1 | 4 | -3 | 7 | -3 | 6 | 4 | -9 | -3 | 0
56 | CN(C)c1cccc(C(=O)OC(C(=O)Nc2ccc(Cl)cc2C(F)(F)F)c2ccccc2)c1 (centres undefined) | 12 | 4 | -1 | 0 | -4 | 1 | -2 | -6 | -7

(list continues)
cpd | SMILES | PREPL inhibitor | PAFAH1B2 inh | PME-1 inh | PAD4 FP inh | PAFAH1B3 inh | pPAFAH inh | GSTO1 counter | LYPLA1 counter | LYPLA2 counter
57 | Cc1cc(S(=O)(=O)NC2CC(C)(C)NC(C)(C)C2)c(Cl)cc1Cl | -6 | 6 | -7 | 7 | 2 | -5 | -3 | 1 | 4
58 | COc1ccc(S(=O)(=O)N2CCOCC2)cc1C(=O)N1CCCCC1 | 12 | 5 | -4 | 1 | -2 | -1 | 4 | -1 | -2
59 | CC(=O)N1CCc2cc(S(=O)(=O)Nc3cccc(C(F)(F)F)c3)ccc21 | -1 | 5 | 7 | 6 | 2 | 12 | 7 | 0 | -2
60 | Cc1ccc(/C(O)=C2\C(=O)C(=O)N(Cc3cccnc3)C2c2ccccc2[N+](=O)[O-])cc1 (centres undefined) | 0 | -7 | -6 | 4 | 4 | 1 | 6 | 2 | -1
61 | CC(Oc1ccc2c3c(c(=O)oc2c1)CCC3)C(=O)NCC1CCC(C(=O)O)CC1 (centres undefined) | 5 | 4 | 4 | 5 | 0 | 4 | 0 | 0 | 1
62 | COC(=O)c1c(NC(=O)CN2CCN(c3ccccc3OC)CC2)c2cc(C)ccc2n1C | 0 | 3 | 0 | -73 | 5 | -3 | 1 | 1 | -2
